# KCNQ2 block: KCNQ2 potassium channel inhibitors, primary screen, cell-based, CHO-K1, FluxOR thallium flux, B-score (AID 2156); B-score at 10 µM; 20 min; active compounds read low; hit rate 1.1% among 310,000; Potassium voltage-gated channel subfamily KQT member 2 (Rattus norvegicus), O88943;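 active = fluorescence ratio B-score at most minus 3 library SDs, with starting brightness B-score within 2 library SDs, cut at about -5.5 in these data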
# Target sequence (O88943 whole entry, looked up): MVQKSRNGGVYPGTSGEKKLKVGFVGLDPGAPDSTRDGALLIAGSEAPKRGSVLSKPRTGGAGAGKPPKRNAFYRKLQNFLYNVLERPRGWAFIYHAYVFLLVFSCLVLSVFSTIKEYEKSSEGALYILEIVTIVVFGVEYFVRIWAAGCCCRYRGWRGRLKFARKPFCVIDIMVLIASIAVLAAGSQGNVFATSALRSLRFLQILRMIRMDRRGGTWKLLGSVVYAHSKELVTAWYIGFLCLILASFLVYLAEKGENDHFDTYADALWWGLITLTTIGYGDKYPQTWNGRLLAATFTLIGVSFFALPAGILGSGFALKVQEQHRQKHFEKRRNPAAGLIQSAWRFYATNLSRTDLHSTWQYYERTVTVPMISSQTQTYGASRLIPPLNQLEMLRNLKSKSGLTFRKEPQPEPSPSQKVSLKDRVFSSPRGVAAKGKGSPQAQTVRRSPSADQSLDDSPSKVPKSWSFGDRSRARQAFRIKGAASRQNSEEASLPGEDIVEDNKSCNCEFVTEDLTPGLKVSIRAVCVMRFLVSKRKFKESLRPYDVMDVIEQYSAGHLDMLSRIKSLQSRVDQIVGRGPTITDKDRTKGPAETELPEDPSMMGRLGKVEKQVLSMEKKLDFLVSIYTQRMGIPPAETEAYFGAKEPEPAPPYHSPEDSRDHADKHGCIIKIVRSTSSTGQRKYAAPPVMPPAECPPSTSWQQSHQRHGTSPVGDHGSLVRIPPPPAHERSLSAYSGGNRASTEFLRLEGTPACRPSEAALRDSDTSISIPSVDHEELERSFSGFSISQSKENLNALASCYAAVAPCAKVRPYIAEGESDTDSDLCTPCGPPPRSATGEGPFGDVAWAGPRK
# The depositor's hits bear a star; i = inactive. Not all compounds are listed, so the mix of outcomes need not match the whole.
KCNQ2 block	Molecule
i	COc1ccc(NC2CCCN(C(=O)c3cccc(N(C)C)c3)C2)cc1 (centres undefined)
i	COc1ccccc1N1CCN(C(=O)c2cnn3cccnc23)CC1
i	NCC(=O)Nc1ccc(Cl)cc1C(=O)c1ccc[nH]1
i	N#Cc1c(-c2cccs2)nc(SCc2ccc(Cl)cc2)[nH]c1=O
i	CO[C@H]1C=CO[C@@]2(C)Oc3c(C)c(O)c4c(O)c(c(C=NN5CCN(C6CCCC6)CC5)c(O)c4c3C2=O)NC(=O)C(C)=CC=C[C@H](C)[C@H](O)[C@@H](C)[C@@H](O)[C@@H](C)[C@H](OC(C)=O)[C@@H]1C
i	CC(=O)c1ccc(NC(=O)CSc2ccsc2[N+](=O)[O-])cc1
i	CC(C)c1cc(CNC(=O)c2cc(COc3cncc(Cl)c3)on2)on1
i	Cc1cc(=O)n2c3ccccc3n(CC(O)CN3CCC(C)CC3)c2c1C#N (centres undefined)
i	O=C(O)c1ccc(-c2ccc(/C=C3\NC(=O)N(Cc4ccc(Cl)cc4)C3=O)o2)cc1Cl
-7.02*	Cc1ccc(C2=Nc3c(ccc4ccccc34)C(c3ccncc3)=NN2)cc1
i	NC(=O)c1cccc(N=Cc2cc(Cl)cc(Cl)c2O)c1
i	COC(C[C@H](O)C[C@@H](O)[C@H](C)OCc1ccccc1)OC
i	C=CCn1c(C23CC4CC(CC(C4)C2)C3)n[nH]c1=S
i	N=C1/C(=C\c2ccc(OC(=O)c3ccco3)cc2)C(=O)N=C2SC=NN12
i	CN(Cc1nc(-c2cnccn2)no1)Cc1n[nH]c2c1CCCC2
i	CC1(C)CC(=O)C2=C(C1)Nc1[nH]n(-c3ccccc3)c(=O)c1C2c1ccc2c(c1)OCO2 (centres undefined)
-7.54*	C[C@@H]1CC=C[C@H]2[C@H]1C(=O)N(Cc1ccccc1)[C@H]2c1ccc2ccccc2c1Br
i	COC(C[C@H]1O[C@H]1[C@H](O)[C@H](C)OCc1ccccc1)OC
i	Cc1cc(C)c(C(=O)NC2CC(C)(C)Cc3c2cnn3-c2cccc(F)c2)[nH]1 (centres undefined)
i	COC(CNC(=O)CCCn1nnnc1CN1CCOCC1)c1cccs1 (centres undefined)
i	Oc1ccc(C2C=C(c3ccc(F)cc3)Nc3ncnn32)cc1 (centres undefined)
i	COc1ccc(CCN2CC(C(=O)N(C)CCc3cn[nH]c3)CCC2=O)cc1 (centres undefined)
i	C/C(=N\NC(=O)c1c(Cl)cnn1C)c1cccnc1
i	CCOc1ccc(C(=O)C(CCC(CN(C)C)C(=O)c2ccc(OCC)cc2)CN(C)C)cc1 (centres undefined)
-7.87*	COc1ccc(/C=C(/C(=O)c2cccs2)N2C=CC=CC2=C(C#N)C#N)cc1
i	COc1ccc(CN2CCNC(=O)C2CC(=O)NCCc2cnccn2)cc1C (centres undefined)
i	Cc1nnc(SCC(=O)Nc2ccc3c(c2)OCO3)s1
i	Cc1ccccc1-c1n[nH]c(=S)n1/N=C/c1ccc(-c2ccccc2Br)o1
i	COc1ccc(-c2c(C)oc3c(CN4CCCC(C)C4)c(O)ccc3c2=O)cc1OC (centres undefined)
i	CCOC(=O)c1ccccc1NC(=O)CSc1nc2c(c(=O)n(C)c(=O)n2C)n1C
i	Cc1sc2c(c1C)c(=O)nc1n2Cc2ccccc2-1
i	CCOC(=O)c1cnc2c(C)c(C)ccc2c1NCCN1CCOCC1
i	O=c1c2ccccc2sn1-c1nccs1
i	COc1ccccc1CN1CCNC(=O)C1CC(=O)N(C)Cc1cnccn1 (centres undefined)
i	Cc1ccc(C(=O)COC(=O)CN2C(=O)C3C4CCC(C4)C3C2=O)cc1C (centres undefined)
i	Nc1nc2ccc(Oc3ccccc3)cc2s1
i	Cc1cc(C)nc(SCSc2nc(C)cc(C)n2)n1
i	N/C(=N\OC(=O)COc1ccc([N+](=O)[O-])cc1)c1ccc(Br)cc1
i	CCC(C(=O)NC1CCCCC1)N(CC1CCCO1)C(=O)CNS(=O)(=O)c1ccc(OC)cc1 (centres undefined)
-14.6*	O=[N+]([O-])c1ccc(Sc2cccc[n+]2[O-])c2nonc12
i	O=C(COc1nc2ccccc2nc1N1CCOCC1)N1CCc2ccccc21
i	Cc1ccc2c(c1)CC1(CN2C)C(=O)OC(C)(C)OC1=O
i	COC(=O)c1[nH]c2cc(OC)ccc2c1NC(=O)CN1CCOCC1
i	CCCC(c1nnnn1C(C)(C)CC)N(Cc1ccco1)Cc1cc2ccc(OC)cc2[nH]c1=O (centres undefined)
i	COc1ccc(CNc2ncc(-c3ccc(Br)cc3)n2C)cc1OC
i	CCOC(=O)N1CCN(c2nc3c(c(=O)[nH]c(=O)n3C)n2Cc2ccccc2Cl)CC1
i	O=c1cc(CN2CCN(Cc3ccccc3)CC2)c2cc(Cl)ccc2o1
i	Cc1cc(C(=O)CCl)c(C)n1-c1ccon1
i	COc1cccc(CNC(=O)CNC(=S)N(Cc2ccccc2)Cc2ccccc2F)c1
i	CCn1ncc(Br)c1C(=O)Nc1cc(C)on1
i	O=C(COC(=O)c1cnccn1)c1ccccc1
i	Cc1cc(C)cc(N(C(=O)c2ccccn2)C(C(=O)NC2CCCCC2)c2ccncc2)c1 (centres undefined)
i	COc1ccc(NC(=O)C2CCN(C(=O)C3CC(=O)N(c4ccc(C)cc4)C3)CC2)cc1 (centres undefined)
i	O=C(NCc1ccc(F)cc1)c1noc2c1CCCCC2
i	C/C(=N\NC(=O)c1cccc2ccccc12)c1cccnc1
i	O=C(c1nnsc1S(=O)(=O)c1ccc(Cl)cc1)N1CCOCC1
i	CC1=C(C#N)C(=O)NC(=O)/C1=C\c1ccc(-c2ccc(C)cc2[N+](=O)[O-])o1
i	CC(C)(C)OC(=O)N1CCCC1C(=O)N1CCCC1C(=O)N1CCCC1C(=O)O (centres undefined)
i	COCc1cc(C)nc(N/N=C/c2ccc(-c3ccc(Cl)cc3[N+](=O)[O-])o2)c1C#N
i	COCCn1c(CN2CCN(C(c3ccccc3)c3ccccc3)CC2)nc2c1c(=O)n(C)c(=O)n2C

# (continued)
KCNQ2 block	Molecule
i	CCc1nc2sc3c(c2c(=S)[nH]1)CC(C)(C)OC3
i	COc1ccc(OCC(=O)Nc2ccc(NC(=O)c3ccco3)c(C)c2)cc1
i	COc1ccc(C(=O)N2N=C(c3ccccc3)CC2(O)C(F)(F)F)cc1 (centres undefined)
i	Cc1ccc(NS(=O)(=O)c2ccc(NC(=O)C3CC3)cc2)cc1C
i	Cc1cccc(NC(=O)CSc2nnnn2C2CCCC2)c1
i	CS(=O)(=O)N1CCN(c2ccc(NC(=O)c3ccc([N+](=O)[O-])o3)cc2)CC1
i	Cc1csc(SCc2nc3sc4c(c3c(=O)[nH]2)CCC4)n1
i	O=C(N/N=C/c1ccc[nH]1)c1c[nH]c2ccccc12
i	Cc1ccc(N2C(=O)CC(N3CCN(C)CC3)C2=O)cc1 (centres undefined)
i	CCn1c(=S)[nH]c2scc(-c3cccs3)c2c1=O
i	CC1CC(C)C[N+](=C2C=C(N3CCCC3)CC(C)(C)C2)C1 (centres undefined)
i	O=C(Nc1ccc(Nc2ccncc2)cc1)c1ccc(Nc2ccnc3ccc([N+](=O)[O-])cc23)cc1
i	CC(C)CSc1nc2c(c(=O)[nH]c(=O)n2C)n1CC(O)COc1cccc2ccccc12 (centres undefined)
i	O=c1c(Cl)c(Cl)cnn1-c1ccccc1
i	S=C(NCc1cccs1)NCC1CCCO1 (centres undefined)
i	CN(C)c1ccc(N=Nc2ccccc2C(=O)OCC(=O)Nc2ccccc2C(F)(F)F)cc1
i	Clc1ccc(OCc2cn3cccnc3n2)c2ncccc12
i	CN(C)CC(CCC(CN(C)C)C(O)(c1ccccc1)c1ccccc1)C(O)(c1ccccc1)c1ccccc1 (centres undefined)
i	O=C(c1ccc(S(=O)(=O)N2CCCCC2)cc1)c1nnc(-c2ccc(Cl)cc2)o1
i	O=C(CSc1nnc(-c2cccs2)o1)N1CCOCC1
i	COc1cc(NS(=O)(=O)c2ccc(NC(=S)NC(=O)/C=C/c3ccco3)cc2)ncn1
i	Cc1cc(/C=N/NC(=O)c2cccc(N(C)C)c2)c(C)n1-c1cc(C(=O)O)cc(C(=O)O)c1
i	CCOC(=O)N1CCC(NC(=O)c2ccc3nc(N4CCOCC4)sc3c2)CC1
i	O=C(CSc1ncnc2c1nnn2Cc1ccccc1F)N1CCN(c2ccccc2)CC1

# An excerpt of these results, with tabs.
SMILES	KCNQ2 block
Cc1ccc(NS(=O)(=O)c2ccc(NC(=O)C3CC3)cc2)cc1C	i
Cc1cccc(NC(=O)CSc2nnnn2C2CCCC2)c1	i
CS(=O)(=O)N1CCN(c2ccc(NC(=O)c3ccc([N+](=O)[O-])o3)cc2)CC1	i
Cc1csc(SCc2nc3sc4c(c3c(=O)[nH]2)CCC4)n1	i
O=C(N/N=C/c1ccc[nH]1)c1c[nH]c2ccccc12	i
Cc1ccc(N2C(=O)CC(N3CCN(C)CC3)C2=O)cc1 (centres undefined)	i
CCn1c(=S)[nH]c2scc(-c3cccs3)c2c1=O	i
CC1CC(C)C[N+](=C2C=C(N3CCCC3)CC(C)(C)C2)C1 (centres undefined)	i
O=C(Nc1ccc(Nc2ccncc2)cc1)c1ccc(Nc2ccnc3ccc([N+](=O)[O-])cc23)cc1	i
CC(C)CSc1nc2c(c(=O)[nH]c(=O)n2C)n1CC(O)COc1cccc2ccccc12 (centres undefined)	i
O=c1c(Cl)c(Cl)cnn1-c1ccccc1	i
S=C(NCc1cccs1)NCC1CCCO1 (centres undefined)	i
CN(C)c1ccc(N=Nc2ccccc2C(=O)OCC(=O)Nc2ccccc2C(F)(F)F)cc1	i
Clc1ccc(OCc2cn3cccnc3n2)c2ncccc12	i
CN(C)CC(CCC(CN(C)C)C(O)(c1ccccc1)c1ccccc1)C(O)(c1ccccc1)c1ccccc1 (centres undefined)	i
O=C(c1ccc(S(=O)(=O)N2CCCCC2)cc1)c1nnc(-c2ccc(Cl)cc2)o1	i
O=C(CSc1nnc(-c2cccs2)o1)N1CCOCC1	i
COc1cc(NS(=O)(=O)c2ccc(NC(=S)NC(=O)/C=C/c3ccco3)cc2)ncn1	i

# (listing goes on)
KCNQ2 block	Molecule
i	O=C(c1ccc2c(c1)OCO2)N1CCC2(CC1)Oc1ccc(Cl)cc1C(=O)C21CC(c2ccc(Cl)cc2)=NO1 (centres undefined)
i	CCC(=O)N1CCN(c2ccc(NC(=O)c3ccc([N+](=O)[O-])o3)cc2)CC1
i	O=C(NNC(=O)C1CCCN(S(=O)(=O)c2ccc3ccccc3c2)C1)C1CC1 (centres undefined)
i	CCN(CC)c1ccc(NC(=O)Cn2c(C(C)NC(=O)c3ccc(C)cc3)nc3ccccc32)cc1 (centres undefined)
i	Cc1[nH]c2ccccc2c1/C=C/c1cc[n+](C)cc1
i	N#Cc1sc2nc(-c3ccccc3)cc(C(F)(F)F)c2c1N
i	O=c1c2ccccc2[nH]c(=S)n1CCN1CCC(=C(c2ccc(F)cc2)c2ccc(F)cc2)CC1
i	Cc1ccc2cc3c(N)c4c(C)ccc(C)c4nc3nc2c1
i	Cc1nn(Cc2ccc(C(=O)N3CCCC3)o2)c(C)c1[N+](=O)[O-]
i	CCn1c(SCC(=O)NCCOC)nc2sc(C)c(C)c2c1=O
i	COc1ccc(C2=NN(C(=O)c3ccccc3)C(c3ccc(OC)c(OC)c3)C2)c(O)c1 (centres undefined)
i	Cc1cc(C)nc(N2CCCC(C(=O)Nc3nnc(C(C)C)s3)C2)n1 (centres undefined)
i	Cc1ccc2nc(-c3ccc(S(=O)(=O)N4CCOCC4)cc3)cn2c1
i	Cn1cc(C(=O)Nc2ccccn2)c(=O)c2ccccc21
i	Cc1cc(NC(=O)CN2CCCC(C)C2)n(-c2nc3ccccc3s2)n1 (centres undefined)
i	CCC(C)NCCOc1ccc(C)cc1[N+](=O)[O-] (centres undefined)
i	CC(C)(C)C(=O)Cn1ncc(Cl)c(Cl)c1=O
i	COc1ccccc1Oc1ccc(N2CC(C(=O)OCC(=O)c3ccc(F)cc3)CC2=O)cc1 (centres undefined)
i	COCc1ccc(C(=O)NC2CCCc3c2cnn3-c2cc(C)cc(C)c2)s1 (centres undefined)
i	COC(=O)c1ccccc1NC(=O)c1onc(C)c1Cl
i	O=C(/C=C/c1cccc([N+](=O)[O-])c1)n1cnc2ccccc21
i	Cc1onc(-c2ccccc2)c1C(=O)N(Cc1ccco1)Cc1cccs1
i	O=C(N=C1SCC(=O)N1c1ccccc1Cl)c1ccccc1
i	CCC(=O)N1CCN(c2ccc(NC(=O)c3ccc([N+](=O)[O-])o3)cc2Cl)CC1
i	CN(Cc1ccc(OCC(O)CN2CCCCC2)cc1)Cc1ccnc2ccccc12 (centres undefined)
i	c1cncc(CSc2nnc(-c3cccnc3)n2Cc2ccco2)c1
i	Cc1ccc(S(=O)(=O)N(Cc2ccc([N+](=O)[O-])cc2)C(=O)N2CCN(C)CC2)cc1
i	Fc1cccc(NC(=S)NNc2c3ccccc3nc3ccccc23)c1
i	COc1cccc(C(=O)N2CCC(C(=O)N3CCN(C)CC3)CC2)c1
i	O=C(O)c1cccc(N/N=C/c2cccnc2)c1
i	COc1ccc(C(c2nnnn2CCc2ccccc2)N2CCN(C)CC2)cc1OC (centres undefined)
i	C#CCOCCOCCOCCNc1nc(N2CCN(C(=O)C([C@@H](C)CC)n3cc(C(N)CO)nn3)CC2)nc(N2CCN(C(=O)[C@H](CCC(=O)O)n3cc(C(N)[C@H](C)CC)nn3)CC2)n1 (some centres undefined)
i	O=C(NCCc1cccc(Cl)c1)c1ccc(OC2CCN(Cc3ccccn3)CC2)cc1
i	Cn1c(O)c(C=NCC2CCNCC2)c(=O)n(C)c1=O
i	CCn1cc(/C=C(\NC(=O)c2ccccc2Cl)C(=O)N2CCN(C)CC2)c2ccccc21
i	O=c1[nH]sc2ccccc12
i	COc1ccc(-c2cc(=O)oc3cc(OCC(=O)c4cccc([N+](=O)[O-])c4)ccc23)cc1
i	CCC12CN3CC(CC)(CN(C1)C3c1c(O)ccc3ccccc13)C2=O (centres undefined)

# Compound activity as filed in PubChem.
